HCMV antiviral = qHTS Assay for inhibitors of the human cytomegalovirus (HCMV); HFF cells, HCMV-luciferase reporter, 72 h; stronger effect = lower value; AID 1259415, 2018; 410,000 tested, 4.5% active; activity change, negative = inhibition, % at 57.5 µM; in the data active = activity change below about -60%; inconclusive = no clear call, values can overlap the other calls; inactive = above about -39%
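Inhibition of viral replication was scored as loss of reporter luminescence in HFFs infected with HCMV-luciferase (MOI 1 PFU/cell) for 72 h; compounds tested at 2 doses, normalized to buffer and Salinomycin controls.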
AMA1 RON2 block = qHTS for Inhibitors of AMA1-RON; Towards Development of Antimalarial Drug Lead: Primary Screen; Plasmodium falciparum AMA1 (3D7) - RON2 peptide interaction; AlphaScreen AMA1-biotinylated RON2 peptide binding; Potency, µM (highest dose often 58.2 µM), for inactives: top-dose activity change, negative = inhibition, most hits filed as inhibitors; 360,000 tested, 0.2% active; AID 720542, 2013; active = well fitted inhibition curve with a large enough effect; inconclusive = small, poorly fitted or top-dose-only effect; inactive = no such curve, though single readings can be large or run the other way;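 also: potency is read from the fitted curve at half-maximal effect; 0% = vehicle wells and -100% = peptide control; nearly all actives have a fitted effect of over 45% in size; some results filed as inactive show a strong effect at the top dose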
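AMA1 (3D7) with his tag at 25 nM final met compounds first, then biotinylated RON2 peptide at 25 nM; detection used donor plus acceptor beads, 10 µg/mL apiece, read by AlphaScreen after 30 min at room temperature.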
Starred values were filed as active, the others as inactive; ? = inconclusive; [ ] = dose if it differs, or a comment. Unless noted, % is scaled to controls: 0 for no effect and ±100 for the full control effect.

SMILES	HCMV antiviral	AMA1 RON2 block
CN(CCc1ccccc1)C(CCc1ccccc1)C(=O)Nc1ccc2c(c1)OCCO2 (stereo not given)	1.1	-12.2%
CCc1nc2c(OCCc3cccc(OC)c3)cccn2c1N(C)C(=O)c1ccc(OC)cc1	22.5	0.0%
CCOC(=O)N1CCN(C(=O)C[C@@H]2C[C@@]3(C(=O)OC)CCCCC=C3N(Cc3ccccc3)C2=O)CC1	-11.7	1.2%
CC(=O)Nc1cc(-c2ccc(C(=O)NC3CC3)cc2)cn2c(-c3cccc(C(C)=O)c3)cnc12	-19.2	22.9%
Cc1cnc(C)c(Nc2nc(C(N)Cc3ccc(F)cc3)cs2)n1 (stereo not given)	-11.1	37.6%[activator]
CCC1(CC)Cc2ccccc2-c2[nH]c(=S)[nH]c(=O)c21	-26.1	75.9%[activator]
O=c1cc(-c2cccc(F)c2)oc2ccccc12	41.6	5.4%
OC[C@@H]1CN(Cc2ccncc2)C[C@H](n2cnc3c(NCc4ccco4)ncnc32)O1	-17.4	0.8%
CN(CC(=O)Nc1cccc(S(=O)(=O)N2CCCC2)c1)CC(=O)Nc1ccc(F)c(F)c1F	-11.8	84.7%[activator]
c1c[nH]c(CN2CCN(Cc3ncc[nH]3)CC2)n1	16.8	0.9%
COc1ccccc1C=NN=Cc1ccccc1O	84.5	25.6%
CCN(CC)c1ccc2cc(-c3nc(-c4cc5ccccc5oc4=O)cs3)c(=O)oc2c1	26.7	2.6%
O=C(O)CNC(=O)C1(NC(=O)OCc2ccccc2)CCCC1	-12.2	-14.4%
CCNC(=O)C1CCCN(C(=O)c2ccc(-c3ccccc3)cc2)CC1 (stereo not given)	-38.7	-1.3%
CCCCCCCCC(=O)N1C(C)CCC1C (stereo not given)	-9.4	8.7%
COC(=O)c1ccc2nc(C3CCCCC3)c(Cc3ccc(OC)cc3C)n2c1	28.1	11.1%
CCCCCNC(=O)C(c1ccc(-c2ccccc2)cc1)n1c(=O)c(-c2cc3ccccc3[nH]2)nc2ccccc21 (stereo not given)	46.6	21.0%
O=C1N(Cc2ccccc2)c2ccccc2OC1(F)F	-38.4	30.0%[activator]
COc1cc(OC)cc(-c2noc([C@H]3C[C@H](O)[C@@H](CO)O3)n2)c1	47.9	0.0%
COc1ccc(-c2cnc3cccnn23)cn1	0.9	24.1%
COc1cccc(C(=O)NNC(=O)c2ccc3ccccc3c2O)c1	-35.5	-3.6%
Cc1cc(C)c(O)c(CN(C)Cc2cc(Cl)cc(Cl)c2O)c1	11.7	34.3%[activator]
COC(=O)[C@]12CCCCC=C1N(Cc1cccc3ccccc13)C(=O)[C@H](CC(=O)NCCCCc1ccccc1)C2	24.8	2.8%
CCCC1NC(=O)c2cccnc2-n2c1nc1cc(C)cc(C)c1c2=O (stereo not given)	-8.5	9.3%
COc1ccc(NC(=O)N(C)C[C@@H]2OCc3cnnn3CCCC(=O)N([C@@H](C)CO)C[C@H]2C)c(OC)c1	26.4	13.7%
Cc1ccc(S(=O)(=O)CCC(=O)OCC(=O)N(C)c2ccccc2)cc1	11.3	1.2%
COc1ccc(-c2cc3c(c4c2ccn4C)C2CCC3C2)cn1 (stereo not given)	?	?
Cc1ccc(S(=O)(=O)OCC(=O)Nc2ccc(C(=O)O)c(O)c2)cc1	-16.2	-0.9%
O=C1NC[C@H](CCCCN2CCN(CCC3CCCCC3)C(=O)C2=O)N(CC2CCCCC2)C1=O	-27.8	4.0%
CCCCCCCCNCCS(=O)(=O)NC1CCCCC1	?	8.5%
CCCCNC(=O)C1(C)CCN1C(=O)c1cccnc1Oc1ccccc1 (stereo not given)	35.3	-3.7%
CC1(C)CC(NC(=O)C2CCN(S(=O)(=O)c3ccc(Cl)c(C(F)(F)F)c3)CC2)CC(C)(C)N1	-17.4	-6.2%
O=C(NCC1CCCO1)c1cccc(S(=O)(=O)Nc2ccccc2Cl)c1 (stereo not given)	-10.2	4.8%
COc1cccc(C=NNC(=O)C(C)SC(C)C(=O)NN=Cc2cccc(OC)c2)c1 (stereo not given)	9.5	3.9%
COc1cc2c(cc1CNC[C@H]1O[C@@H](n3ccc(N)nc3=O)[C@H](O)[C@@H]1O)OCO2	-16.9	3.5%
O=[N+]([O-])c1ccc(NN=Cc2cccc3ccccc23)nc1	?	58.0%[activator]
COC(=O)[C@]12CCCCC=C1N(Cc1ccccc1)C(=O)[C@H](CC(=O)NCCCN1CCCC1=O)C2	34.0	3.6%
CN(C)CC/C=C1/c2ccc(F)cc2Sc2ccc(Cl)cc21	-3.2	?
O=C(NC1CCN(Cc2ccccc2)CC1)c1ccccc1NS(=O)(=O)c1ccc(F)c(F)c1	14.4	7.8%
Cc1cn([C@H]2C[C@H](O)[C@@H](CNCc3ccc(C#CCCO)cc3)O2)c(=O)[nH]c1=O	-25.1	5.1%

A different layout for part of the listing above.
Compound,HCMV antiviral,AMA1 RON2 block
O=C(NCC1CCCO1)c1cccc(S(=O)(=O)Nc2ccccc2Cl)c1 (stereo not given),-10.2,4.8%
CN(C)CC/C=C1/c2ccc(F)cc2Sc2ccc(Cl)cc21,-3.2,?
O=[N+]([O-])c1ccc(NN=Cc2cccc3ccccc23)nc1,?,58.0%[activator]

Continuation.
SMILES	HCMV antiviral	AMA1 RON2 block
CN(C)c1ccc2c(c1[N+](=O)[O-])Cc1ccccc1-2	65.8	10µM*
Cc1ccc(S(=O)(=O)N2C[C@H]3[C@H]4C(=O)N(Cc5ccccc5)C(=O)[C@H]4CC(=O)[C@H]3[C@@H]2c2ccccc2F)cc1	?	5.0%
CN1CCN(c2ccc(S(=O)(=O)N3CCOCC3)cc2NC(=O)COc2ccc(C#N)cc2)CC1	-5.2	1.7%
O=C1NC[C@H](CC2CCCCC2)N(CCc2cccc3ccccc23)C1=O	-3.3	-2.5%
Cc1ccc(-c2csc(C(O)c3ccc(F)c(F)c3)n2)cc1C (stereo not given)	-36.2	15.0%
COc1cc(C2c3cc(O)c(OC)cc3CC(C(=O)O)C2CO)ccc1O (stereo not given)	-14.4	-0.3%
CC1CC(C)OP(=O)(OCCC#N)O1 (stereo not given)	7.2	-20.3%
Cc1cccc(CN2CCN(C3CN(Cc4ccc(F)cc4)S(=O)(=O)C3)CC2)c1 (stereo not given)	0.0	-2.8%
CCN(CC)C(=O)Cn1cc(S(=O)(=O)CC(=O)Nc2cc(C)on2)c2ccccc21	55.9	-4.0%
COc1cccc(CNC(=O)[C@@H]2CCCN2C(=O)[C@H]2CCCCN2C(=O)c2cccc(OC)c2)c1	10.7	-3.9%

A draw from above in order of length of the SMILES, smallest number first:
SMILES	HCMV antiviral	AMA1 RON2 block
CCCCCCCCC(=O)N1C(C)CCC1C (stereo not given)	-9.4	8.7%
O=c1cc(-c2cccc(F)c2)oc2ccccc12	41.6	5.4%
CCCCNC(=O)C1(C)CCN1C(=O)c1cccnc1Oc1ccccc1 (stereo not given)	35.3	-3.7%
CCCC1NC(=O)c2cccnc2-n2c1nc1cc(C)cc(C)c1c2=O (stereo not given)	-8.5	9.3%

Remaining list, next part.
SMILES	HCMV antiviral	AMA1 RON2 block
Nc1ncnc2c1nc(Br)n2[C@@H]1O[C@@H]2COP(=O)(O)O[C@H]2[C@H]1O	-76.3*	0.0%
N#Cc1ccc(NC(=O)COC(=O)C2CCC2)cc1	75.7	8.3%
O=C(NCc1ccc(Cl)nc1)c1ccc2sc([C@@H]3O[C@H](CO)[C@H](O)[C@H](O)[C@H]3O)nc2c1	-0.7	3.1%
CNc1n[nH]c(-c2ccccc2)n1	-2.3	-9.4%
C[C@@H]1CN([C@@H](C)CO)C(=O)CCCn2nncc2CO[C@H]1CN(C)C(=O)C1CC1	1.1	-0.3%
N#Cc1c(Cl)cccc1N1CCSCC1	-16.6	-2.3%
O=c1[nH]cnc2c1ncn2-c1ccc(N(CCO)CCO)cc1	-12.0	0.5%
COC(=O)C1CCC(=O)N1C(c1ccc(OC)cc1)c1cc(OC)c(OC)c(OC)c1 (stereo not given)	-80.7*	-9.1%
CCOC(=O)CCCCCC(=O)Nc1ccc2c(c1)C(=O)N([C@H](C)CO)C[C@@H](C)[C@@H](CN(C)C(=O)CCC(F)(F)F)OCCCC[C@H](C)O2	69.2	-25.1%
O=C(NCCN1CCOCC1)c1ccc(CS(=O)(=O)c2ccc(Br)cc2)o1	-10.3	5.2%
CSC(=NS(=O)(=O)c1ccccc1)NNC(=O)c1c(-c2c(Cl)cccc2Cl)noc1C	-6.0	40.3%[activator]
COc1cccc(C(c2nnnn2C2CCCCC2)N2CCC3(CC2)C(=O)NCN3c2ccccc2)c1OC (stereo not given)	4.0	-18.3%
CCOC(=O)NC(=S)Nc1cccc(C)n1	-62.5*	-11.9%
COC(=O)C1CC(c2ccccc2)N(c2ccccc2)O1 (stereo not given)	-20.9	16.6%
Cc1cc(O)c2c(c1)CC1C3CCC4CC(=O)CCC4(C)C3CC(=O)C21C (stereo not given)	-38.8	-17.8%
COCCN(CC(=O)Nc1cccc(C)c1C)C(=O)/C=C/c1ccc2c(c1)OCCO2	4.6	-1.9%
CN(CC(=O)Nc1ccc(F)cc1)C(=O)COC(=O)c1nc(Cl)ccc1Cl	24.3	-2.5%
COCCN1C(=O)COc2ccccc2C1C(=O)NCc1ccccc1 (stereo not given)	-1.7	5.2%
CN(C)CC1CCC/C(=C\c2ccc(OC(=O)/C=C/c3ccccc3)cc2)C1=O (stereo not given)	0.6	-6.0%
Cc1ccc(S(=O)(=O)Nc2ccccc2C=NNC(=O)c2ccncc2)cc1	4.5	150.6%[activator]
NC(=S)NN=Cc1nccc2ccccc12	-98.0*	-87.3%
COc1cccc(-c2cnc3c(NC=O)cc(-c4ccccc4Oc4ccccc4)cn23)c1	-36.5	27.1%
CC(C)C[C@H]1CNC(=O)C(=O)N1C[C@@H]1CCCN1C[C@H](Cc1ccccc1)N1C[C@H](Cc2ccccc2)N(CCc2ccccc2)C(=O)C1=O	-8.7	-2.4%
CCCCn1nnnc1C(c1ccccc1)N1CCN(c2ccc(F)cc2)CC1 (stereo not given)	-9.0	-2.0%
O=C(Cn1cc(COc2cccc([N+](=O)[O-])c2)nn1)c1ccc(O)cc1	-4.6	-4.2%
O=C(Nc1ccc(F)cc1)C(c1ccncc1)N1CCN(C(=O)c2ccco2)CC1 (stereo not given)	6.1	1.8%
O=C(c1cc(C2CCCCN2S(=O)(=O)c2cccs2)on1)N1CCOCC1 (stereo not given)	-12.4	2.3%
CC(=O)Nc1ccc(-c2ccnc3c2CC(C)(C(=O)NCCc2ccccc2)O3)cc1 (stereo not given)	-2.2	-2.7%
Cn1ccnc1C(=O)Cc1ccc([N+](=O)[O-])cc1	-13.2	-6.9%
O=C(NCc1ccccc1)c1cc(C2CCCCN2S(=O)(=O)Cc2ccccc2)on1 (stereo not given)	-1.0	-2.6%

A few values from above.
Result for `O=C(c1cc(C2CCCCN2S(=O)(=O)c2cccs2)on1)N1CCOCC1` (stereo not given) in HCMV antiviral: -12.4
Result for `O=C(Cn1cc(COc2cccc([N+](=O)[O-])c2)nn1)c1ccc(O)cc1` in HCMV antiviral: -4.6

The list goes on.
SMILES	HCMV antiviral	AMA1 RON2 block
CCO[C@H]1OC(C(=O)O)=C[C@@H](c2ccccc2)[C@@H]1CCCO	10.2	26.1%
COCCNC(=O)C1(C)CCN(C(=O)c2ccc(C(F)(F)F)nc2C)C1 (stereo not given)	12.9	14.1%
CCOc1ccc(S(=O)(=O)Nc2ccc(C(=O)N(CC)CC(=O)NCc3cccs3)cc2)cc1	-72.2*	-1.7%
CCCNC(=O)C1(C)CCCN(Cc2c(C)nn(-c3ccccc3)c2C)C1 (stereo not given)	-77.0*	0.9%
COc1ccc(C(N)c2csc(Nc3cc(Oc4ccccc4)ncn3)n2)cc1 (stereo not given)	2.9	17.8%
O=C1c2cccc(-c3ccc(C(F)(F)F)cc3)c2C2CC=CCN12 (stereo not given)	-30.1	-1.5%
Cc1ccc2nc(CN(C)C(=O)[C@H]3O[C@@H](n4ccc(=O)[nH]c4=O)[C@H](O)[C@@H]3O)[nH]c2c1	31.5	-0.6%
O=C1C=C(c2ccc(F)nc2)CCC1	-18.9	14.3%
C[C@H](CO)N1C[C@H](C)[C@@H](CN(C)S(=O)(=O)c2cccc(F)c2)OCc2cn(nn2)CCCC1=O	-10.6	0.1%
CSc1ncnc2c1ncn2CCCNCC(C)c1ccccc1 (stereo not given)	-16.9	-2.5%
O=C(NCc1ccncc1)[C@@H]1CCCN1C(=O)[C@@H]1CCCN1C(=O)c1ccccc1Cl	1.0	-9.8%
COc1ccccc1N1CC(C(=O)OC(C)C(=O)Nc2ccc(F)cc2)CC1=O (stereo not given)	-35.8	-1.3%
FC(F)(F)c1ccccc1Cc1c(-c2ccc(Cl)cc2)nc2ccc(Cl)cn12	3.7	4.8%
Nc1c(-c2ccc(F)c(F)c2)nc2ncccn12	-19.1	4.9%
O=C(Nc1ccc(N2CCOCC2)cc1)C1CCN(S(=O)(=O)c2cccc(C(F)(F)F)c2)CC1	2.8	9.3%
CCCCN1C[C@H](C)[C@@H](CC(=O)Nc2ccccc2)C1=O	-14.9	-1.7%
Cn1c(=O)c2[nH]c(CSCc3ccccc3)nc2n(C)c1=O	-9.9	16.1%
COCC(=O)N(C)C[C@@H]1Oc2cc(-c3ccc(F)cc3)ccc2S(=O)(=O)N([C@H](C)CO)C[C@H]1C	17.9	21.4%

Only part of the results is shown (hit frequency here may not be typical).
